Compound activity as filed in PubChem BioAssay.
Coupling enz – qHTS Assay for Inhibitors of Fructose-1,6-bisphosphate Aldolase from Giardia Lamblia: Coupling assay counterscreen; coupling enzyme system counterscreen, AmpLite Red fluorescence; AID 2472, 2010; actives 0.67% (n = 290,000); activity change, negative = inhibition, % at 58.2 µM, hits read low; in the data active = activity change below about -30%; note: % is set by controls: 0 for no effect and ±100 for the full control effect
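Compounds tested against the coupling enzymes alone at 57.5 uM final; readout was AmpLite Red fluorescence (525/598 nm) after 20 min at RT.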
PKM2 act – qHTS Assay for Activators of Human Muscle isoform 2 Pyruvate Kinase; Potency, µM (top dose mostly 57.5 µM), without a hit: at the highest dose activation, most hits filed as activators; purified PKM2, Kinase-Glo ATP luminescence, activation; response scale: 0% is enzyme alone, no compound; actives 0.34% (n = 260,000); AID 1631, 2009; note: potency is the fitted concentration of half-maximal effect; % is set by controls: 0 for no effect and ±100 for the full control effect; nearly all actives have a fitted effect of over 55% in size
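hPK-M2, >95% pure; 0.1 mM ADP / 0.5 mM PEP final; imidazole pH7.2 buffer w/ 7 mM MgCl2, 50 mM KCl; 1 h RT; Kinase-Glo lum. Intermediate enzyme activity for dual inhibitor/activator qHTS.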
B2AR arrestin – qHTS assay of beta-arrestin-biased ligands of beta2-adrenergic receptor | Beta-2 adrenergic receptor (Homo sapiens), P07550 | beta-arrestin recruitment to beta2AR, cell-based reporter | Potency, µM (doses to about 46.1 µM), for inactives: at the top dose activation, hits mostly activators | actives 0.02% (n = 330,000);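 note: potency is the fitted concentration of half-maximal effect; 0% = DMSO controls and full agonism = EC100 isoproterenol or metaproterenol; nearly all actives have a fitted effect of over 65% in size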
Target sequence (P07550 whole entry, looked up): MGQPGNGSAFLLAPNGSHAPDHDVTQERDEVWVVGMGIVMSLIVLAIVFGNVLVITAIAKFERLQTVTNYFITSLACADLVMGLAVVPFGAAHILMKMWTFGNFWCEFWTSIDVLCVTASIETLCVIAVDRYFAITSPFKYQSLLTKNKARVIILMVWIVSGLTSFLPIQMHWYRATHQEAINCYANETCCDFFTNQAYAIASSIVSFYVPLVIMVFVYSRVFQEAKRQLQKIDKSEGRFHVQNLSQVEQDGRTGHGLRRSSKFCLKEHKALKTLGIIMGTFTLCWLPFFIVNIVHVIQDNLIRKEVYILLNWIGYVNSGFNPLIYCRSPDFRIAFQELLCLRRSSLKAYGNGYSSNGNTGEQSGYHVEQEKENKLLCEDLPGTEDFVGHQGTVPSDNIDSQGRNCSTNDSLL
USP2a block – qHTS Assay for Inhibitors of Ubiquitin-specific Protease USP2a Using CHOP2 as the Reporter | actives 0.01% (n = 330,000) | USP2 core, Ub-CHOP2 coupled fluorogenic reporter, 485/531 | Potency, µM (series often up to 38.3 µM), inactives show top-dose activity change, negative = inhibition, hits mostly inhibitors;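 note: potency is the fitted concentration of half-maximal effect; plate controls were DMSO wells for no effect and full inhibition by NEM control for full effect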
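Deubiquitinase activity read as fluorescence (485/531 nm) after Ub-CHOP2 cleavage activates the enterokinase reporter on its substrate; USP2 core 10nM, Ub-CHOP2 and substrate 25nM each, 30min compound preincubation then 60min RT; data normalized to NEM, curves fitted.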
Menin MLL FP TR – qHTS Assay for Inhibitors Targeting the Menin-MLL Interaction in MLL Related Leukemias: Competition With Texas Red Labeled MLL-derived Mutant Peptide; O00255; Menin + Texas Red MLL mutant peptide, fluorescence polarization; Potency, µM (doses to about 61.6 µM), inactives show at the highest dose FP activity change, negative = inhibition, usual class: inhibitors; actives 0.23% (n = 270,000); active = well fitted inhibition curve with a large enough effect in the polarisation, with a control signal flat, not every such curve was filed as active; inconclusive = small, poorly fitted or top-dose-only effect, or effect the other way, or a change in a side signal; inactive = no such curve, though single readings can be large or run the other way; the % refers to the polarisation; note: potency is the fitted concentration of half-maximal effect; % of control where 0% means no effect; many of its hits are not listed in these tables
Target sequence (O00255 whole entry, looked up): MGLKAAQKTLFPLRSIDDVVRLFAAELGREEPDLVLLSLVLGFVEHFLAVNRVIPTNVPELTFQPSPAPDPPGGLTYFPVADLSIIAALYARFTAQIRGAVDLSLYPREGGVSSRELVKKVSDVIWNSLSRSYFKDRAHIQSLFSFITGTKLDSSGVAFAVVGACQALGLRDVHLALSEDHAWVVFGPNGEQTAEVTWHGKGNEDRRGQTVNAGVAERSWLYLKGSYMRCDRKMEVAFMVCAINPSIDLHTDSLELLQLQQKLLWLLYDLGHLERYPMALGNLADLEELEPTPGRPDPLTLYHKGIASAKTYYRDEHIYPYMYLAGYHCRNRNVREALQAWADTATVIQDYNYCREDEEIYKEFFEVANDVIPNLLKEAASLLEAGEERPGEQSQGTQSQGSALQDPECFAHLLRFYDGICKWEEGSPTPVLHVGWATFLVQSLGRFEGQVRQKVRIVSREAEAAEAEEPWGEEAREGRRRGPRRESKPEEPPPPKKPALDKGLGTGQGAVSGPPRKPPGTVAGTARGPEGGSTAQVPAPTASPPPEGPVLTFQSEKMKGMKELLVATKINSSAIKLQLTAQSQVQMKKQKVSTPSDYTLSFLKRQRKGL
Giardia kill – Small Molecules that selectively kill Giardia lamblia: qHTS | activity change, % at 7.66 µM, hits read low | AID 540267, 2011 | Giardia lamblia trophozoite viability | actives 0.15% (n = 340,000); in the data active = activity change below about -80%; inconclusive = between about -30% and that limit;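 note: parasites exposed to compound for two days anaerobically before the ATP read; % is set by controls: 0 for no effect and ±100 for the full control effect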
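Media and compound were dispensed first, then trophozoites at 100 cells/well; plates sat 48 hrs at 37 deg C without oxygen before ATP luminescence reagent was added and read after 15-30 min at room temperature.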
GALK inhibitor – qHTS Assay for Inhibitors of Human Galactokinase (GALK). P51570. Purified GALK, Kinase-Glo residual ATP luminescence. Potency, µM (highest dose often 57.5 µM), for the others: top-dose activity change, negative = inhibition, hits mostly inhibitors. actives 0.007% (n = 270,000). AID 1868, 2009; note: potency is the fitted concentration of half-maximal effect; % is set by controls: 0 for no effect and ±100 for the full control effect
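5 nM enzyme, 35 uM ATP, 100 uM galactose, 20 mM HEPES pH8.0, 5 mM MgCl2; 1 h RT; residual ATP by Kinase-Glo Plus luminescence, qHTS format.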
KCNH2 3.1 block – qHTS for Inhibitors of KCHN2 3.1: Mutant qHTS | actives 0.95% (n = 340,000) | U2OS KCNH2 3.1, thallium flux FluxOr; hits give low values | activity change, % (tested at about 1.8 µM) | Potassium voltage-gated channel subfamily H member 2, brain isoform KCNH2 3.1 (human);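 active = maximum activity change below -70%; inconclusive = maximum activity change from -70% to -50%; inactive = maximum activity change above -50%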;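 note: thallium influx rate constant from kinetic fluorescence after stimulation buffer; % is set by controls: 0 for no effect and ±100 for the full control effect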
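Steps: virus added to U2OS suspension (4 h, RT, dark); medium with 10% FBS added, cells plated, 37 C overnight; FluxOr/Red40 loading buffer 45 min RT; stimulation buffer, 2 min kinetic read; rate constant normalized.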
hERG WT inh – qHTS for Inhibitors of KCHN2 3.1: Wildtype qHTS; U2OS, BacMam KCNH2, thallium flux FluxOr; hits give low values; activity change, % at 1.84 µM; actives 0.37% (n = 340,000); AID 720551, 2013;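 active = maximum activity change below -70%; inconclusive = maximum activity change between -70% and -50%; inactive = maximum activity change above -50%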; note: % is set by controls: 0 for no effect and ±100 for the full control effect
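U2OS cells were transduced with wild-type KCNH2 virus (2.03 x 10^8 / mL) for 4 h at room temperature, then cultured overnight at 37 C. Thallium flux was read with FluxOr dye. Rate constants were normalized to DMSO controls.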
TRPV1 ag – HTS Assay for Compounds that Act as Agonists of the Vanilloid Receptor 1. Transient receptor potential cation channel subfamily V member 1 (Homo sapiens), Q8NER1. TRPV1-expressing cells, Fluo-8 calcium influx, agonist mode. activation, % at 8.33 µM. actives 0.19% (n = 320,000). AID 540275, 2011; in the data active = activation above about 80%; inconclusive = between about 30% and that limit; note: 0% is about no effect
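Cells expressing TRPV1 were dye-loaded with Fluo-8 and read kinetically: 10 s baseline, 3 min after compound (agonist portion), then 2 min after EC20 capsaicin (allosteric enhancer portion). Calcium-bound dye fluorescence at 480/520 nm.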
CXXC DNA block – qHTS Fluorescence Polarization Assay for Inhibitors of MLL CXXC domain - DNA interaction; MLL-CXXC / FITC-HOXA9 DNA fluorescence polarization; Histone-lysine N-methyltransferase 2A (Homo sapiens), Q03164; AID 2662, 2010; actives 0.037% (n = 290,000); Potency, µM (series often up to 115 µM), inactives show top-dose activity change, negative = inhibition, actives largely listed as inhibitors; active = well fitted inhibition curve with a large enough effect in the polarisation, with a control signal flat, not every such curve was filed as active; inconclusive = small, poorly fitted or top-dose-only effect, or effect the other way, or a change in a side signal; inactive = no such curve, though single readings can be large or run the other way; the % refers to the polarisation; note: potency is the fitted concentration of half-maximal effect
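Fluorescence polarization: 7 uM MLL-CXXC (stock) preincubated 5 min with compounds, then 50 nM fluorescein-HOX-A9 DNA (stock) added; 30 min ambient. Buffer 50 mM Tris-HCl pH 7.5, 50 mM NaCl, 1 mM DTT, 0.05% BSA.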
* = called active by the depositor; i = inactive; ? = inconclusive; . = no result given; [ ] = remark or other dose. Unless noted, calls come from the whole dose curve; as a rule, active = well fitted curve in the direction sought with a large enough effect; inconclusive = small, poorly fitted or top-dose-only effect, or another doubt; inactive = no such curve, though single readings can be large; an effect the other way counts as inactive or inconclusive.

SMILES	Coupling enz	USP2a block	Giardia kill	B2AR arrestin	hERG WT inh	PKM2 act	KCNH2 3.1 block	Menin MLL FP TR	CXXC DNA block	TRPV1 ag	GALK inhibitor
O=C(CN1C(=O)CCS(=O)(=O)c2ccccc21)NCCc1ccccc1	-4	2%	-13	0.8%	-5	-4%	4	7%	-4%	2	0%
CC(/C=C/C(=O)c1ccc(C)cc1)=C\c1ccccc1	-2	-2%	12	0.0%	-13	3%	.	7%	-9%	26	1%
COc1ccc(NC(=O)C(NS(=O)(=O)c2ccc3c(c2)CCCN3C(C)=O)C(C)C)c(OC)c1 (stereo unspecified)	0	2%	-9	-0.6%	-4	-1%	9	0%	-4%	-3	1%
CCCCn1c(N)c(N(CC(C)C)C(=O)c2cccc(S(=O)(=O)N3CCN(C)CC3)c2)c(=O)[nH]c1=O	.	-2%	-1	-0.2%	9	.	14	.	.	-4	.
Cc1ccc(S(=O)(=O)NCCOCCNS(=O)(=O)c2ccc(C)cc2)cc1	2	6%	1	0.2%	-1	2%	3	2%	22%	-1	5%
O=C(NCCC(=O)N(Cc1ccco1)Cc1cccs1)c1ccc(Br)cc1	.	-3%	-17	-0.2%	2	.	5	.	.	9	.
COc1ccc(C(=O)Nc2ccccc2)cc1S(=O)(=O)Nc1cc(C)on1	7	0%	-3	-0.2%	0	-12%	-9	-22%	-9%	2	-2%
CCN(CC)S(=O)(=O)c1ccc2c(c1)CC(C(=O)N1CCCC1)N2C(C)=O (stereo unspecified)	3	4%	3	4.1%	-1	.	0	21%	39%[activator]	2	1%
CCOc1cc(/C=N/n2cnnc2)ccc1OS(=O)(=O)c1ccccc1	-6	-1%	-8	-1.1%	-4	14%	-1	9%	2%	0	0%
C[C@H]1C(c2ccc(F)cc2)=NN(c2ccccc2)[C@@H]1CO	0	-1%	?	0.1%	-25	.	-1	?	.	.	.
CCC(=O)Nc1nnc(C)s1	3	-2%	5	-0.5%	38	2%	9	15%	-1%	-7	-1%
COc1cc(OC)c(NC(=S)Nc2cc(Cl)cc(Cl)c2)cc1Cl	-2	-2%	2	-0.2%	-7	2%	-11	?	-2%	0	.
COCCN=c1scc(-c2cccs2)n1/N=C/c1ccc(O)c(O)c1O	-33*	-1%	46[activator]	-0.8%	1	?	-4	?	3%	-6	-3%
CC(C)(C)CN1CCNC(=O)C1CC(=O)N1CCN(c2ccccc2)CC1 (stereo unspecified)	-38*	2%	-1	0.1%	-6	16%	-8	.	22%	8	-4%
C=CCn1c(SCC(=O)NC2CCCC2)nnc1-c1ccccn1	.	5%	11	0.5%	-3	-9%	5	.	3%	0	5%
O=C(O)c1ccc(NCc2nc3ccccc3n2CCOc2ccccc2Cl)cc1	6	0%	22	-0.2%	i	19%	-9	16%	-31%	-1	2%
Cc1[nH]n2c(=O)c3c(nc2c1-c1cccc2ccccc12)CCC3	4	-1%	-27	0.2%	0	7%	-9	-7%	-6%	10	-2%
Cc1ccc(SCCSc2ncccn2)cc1	-3	2%	-22	0.3%	0	1%	0	-4%	0%	3	3%
O=C1c2ccccc2NC2(CCCC2)N1N=C1CCCC1	1	2%	-12	0.2%	26	3%	22	-12%	1%	-1	5%
CC(=O)Oc1cc(C)cc2oc(=O)cc(-c3ccccc3)c12	-2	1%	21	-0.4%	10	0%	12	-23%	0%	?	-4%
CC(C)C1Nc2ccc(S(=O)(=O)N3CCOCC3)cc2NC1=O (stereo unspecified)	2	-2%	3	-0.1%	-6	-1%	11	2%	-1%	-1	14%
Cc1ccsc1/C=N/N1CCN(C2c3ccccc3-c3ccccc32)CC1	0	2%	-14	-0.6%	24	5%	-19	24%	20%	2	-4%
Cc1ccc(Cl)c(OCC(=O)N(C)CC(=O)Nc2ccc(N3CCOCC3)cc2)c1	.	3%	-14	-0.1%	-2	.	-7	.	.	1	.
Nc1nc(SCC(=O)c2cccs2)n[nH]1	0	3%	9	0.3%	-3	1%	7	0%	1%	0	1%
Cc1ccc(CNC(=O)C2COc3ccccc3O2)cc1 (stereo unspecified)	2	3%	-4	-0.5%	6	-8%	4	-14%	1%	22	6%

(continued)
SMILES	Coupling enz	USP2a block	Giardia kill	B2AR arrestin	hERG WT inh	PKM2 act	KCNH2 3.1 block	Menin MLL FP TR	CXXC DNA block	TRPV1 ag	GALK inhibitor
CCOC(=O)C1(CCOc2ccccc2)CCN(Cc2ccncc2)CC1	-1	-1%	-8	0.1%	10	-10%	5	-7%	-4%	-1	1%
Cc1occc1-c1nnc(SCC(=O)N(C)C)o1	0	9%	9	0.0%	2	1%	-7	-3%	-1%	-13	3%
Cc1cccc(Sc2ccc([N+](=O)[O-])cn2)c1	-1	0%	20	0.1%	4	1%	12	-1%	10%	6	2%
COc1ccc(Cc2nnc(NC(=O)c3ccc(F)cc3)s2)cc1OC	2	1%	8	4.1%	-4	2%	40	-9%	5%	-3	-7%
N#Cc1nc(Cc2cccc3ccccc23)oc1NCc1ccc(F)cc1	-4	-1%	5	0.1%	-6	7%	-6	40%[activator]	6%	17	0%
CCN(CC)CC(=O)Nc1sc2c(c1C(=O)c1ccccc1OC)CCC2	-3	-5%	-13	-0.5%	-3	1%	-4	?	-4%	8	-3%
Cc1ccc(C)c(Cn2nnc3c(=O)[nH]c(C4CCN(S(=O)(=O)c5ccc(S(=O)(=O)NC6CC6)cc5)CC4)nc32)c1	-4	-18%	5	0.4%	-1	.	4	71%[activator]	21%	-4	0%
Cc1ccc(NC(=O)Cn2nnc(C(=O)NCc3cccs3)c2N)c(C)c1	2	0%	5	0.0%	-1	-1%[0.46 µM]	-3	21%	21%	-1	8%
O=C(Cc1ccc(Br)cc1)N1CCN(C(=O)c2ccccc2)CC1	.	-1%	11	-0.5%	5	.	11	.	.	0	.
COc1ccc(C2CC(c3ccccc3)=NN2C(=O)COC(=O)c2cccc(N)c2)cc1 (stereo unspecified)	.	1%	9	?	-4	.	4	.	.	.	.
COc1ccc(-c2csc(Nc3ncccn3)n2)cc1C	2	0%	1	-0.9%	6	.	-2	24%	-9%	1	.
COc1ccccc1N1CCN(CC(=O)NCCc2ccc(S(N)(=O)=O)cc2)CC1	1	2%	-13	-0.2%	7	6%	-3	-1%	21%	-3	-2%
CCOc1ccc(S(=O)(=O)N(C)c2ccc(OCC(=O)Nc3ccccc3F)cc2)cc1	.	0%	9	0.4%	4	.	-1	.	.	-1	.
N#Cc1nc(-c2cccs2)oc1NCc1ccc2c(c1)OCO2	0	-2%	21	11%	6	8%	6	?	-7%	6	9%
CC1=C(C(=O)Nc2cccnc2)C(c2ccccn2)n2nnnc2N1 (stereo unspecified)	1	-1%	-17	-1.2%	1	86%	.	.	-4%	.	-5%
N/C(=N\OC(=O)c1cccc(Cl)c1)c1ccccn1	-1	-8%	-13	-0.7%	12	-32%	2	-10%	-4%	30	4%
COc1ccc(-c2ccc3c(c2)S(=O)(=O)c2cccc(C(=O)NC4CCCC4)c2C3=O)cc1OC	.	0%	1	0.1%	6	.	15	.	.	1	.
O=C(O)c1ccc(NCCc2ccc(Cl)cc2)c([N+](=O)[O-])c1	7	3%	4	-0.8%	6	-4%	-3	14%	0%	2	-5%
CN(C)CCCN(C(=O)c1cc(Cl)sc1Cl)c1nc2cc3c(cc2s1)OCO3	.	2%	6	-0.2%	40	-9%	?	.	16%	2	-3%
CCCCCn1c(CN2CCN(C(=O)c3ccco3)CC2)nc2c1c(=O)n(C)c(=O)n2C	-1	1%	-17	0.0%	3	4%	21	.	7%	-1	0%
Cc1cccnc1NC(=O)c1c(O)c2cccc3c2n(c1=O)CCC3	1	1%	3	-0.6%	1	1%	-4	-2%	-16%	3	4%

A portion of the library; count on the stated rates, not on these rows.
